# Screening results: PubChem, Sanford-Burnham Center for Chemical Genomics
# Hsp70 inhibitors: small molecules displacing fluorescent ligand from Hsp70 – biochemical, fluorescence polarization, primary screen (AID 583); one-dose displacement, % at 20 µM; IC50 in µM for titrated hits; 140,000 compounds, 0.06% hits; Hsp70 fluorescence polarization probe displacement, mP; higher % means a stronger effect; in the data active = displacement above about 50%;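 also: plate controls were vehicle for no effect and reference ligand for full effect; a part of the inactive calls stands beside numbers as strong as those of hits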
# MKP-3 inhibition: inhibition of rat DUSP6 enzyme activity – biochemical, in vitro, primary screen (AID 425) | recombinant MKP-3 phosphatase activity, fluorescence; higher % means a stronger effect | inhibition, % at 20 µM, or IC50 in µM where a hit was titrated | 110,000 compounds, 0.17% hits; in the data active = inhibition above about 50%;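 also: plate controls were vehicle for no effect and reference inhibitor for full effect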
# * marks the source's active call; other numbers are inactive results; . = not tested or not shown; & = joins results of further samples.
# Each structure is followed by: Hsp70 inhibitors | MKP-3 inhibition
1: CCCCCn1c(N)c(C(=O)NCCN2CCOCC2)c2nc3ccccc3nc21
  -3.6% | -9.5%
2: CC1(C)CC(=O)C(C=NCCN2CCN(C(=O)Cc3ccccc3)CC2)=C(O)C1
  7.5% | -20.1%
3: FC(F)(F)c1ccc2c(c1)NP(=S)(N1CCOCC1)c1nccn1-2 (stereo unspecified)
  4.7% | -5.3%
4: CCNc1ccc(P(=S)(N(C)C)N(C)C)cc1
  -0.4% | 1.6%
5: C[C@H]1OC[C@@H](C[N+](C)(C)C)O1
  -1.8% | -2.4%
6: Cn1c(O)c(C(=O)c2ccccc2)c(=O)n(C)c1=O
  2.7% | .
7: CCN1CCN(Cc2ccc(C)cc2C)CC1
  1.0% | 3.8%
8: CCc1ccc(C(=O)C23CN4CN(CN(C4)C2)C3)cc1
  -4.0% | .
9: C[C@H]1CCC[C@@H](O)CCC/C=C/c2cc(O)cc(O)c2C(=O)O1
  -1.8% | 2.4%
10: Cc1cccc(C)c1NC(=O)CN(C)CC(=O)Nc1ccc(C#N)c(Cl)c1
  -2.3% | .
11: CCOC(=O)C1=C(C)OC(N)=C(C(=O)OC)C12C(=O)Nc1ccc(Br)cc12 (stereo unspecified)
  -1.2% | -0.2%
12: CCOC(=O)C1C(=O)NC2(C)CC1c1cc(OC)ccc1O2 (stereo unspecified)
  7.2% | 5.3%
13: O=C(Cn1c2c(c(-c3ccccc3Cl)cc1=O)CCC2)N1CCC2(CC1)OCCO2
  -2.7% | -1.4%
14: Cc1nc2ccccc2c(=O)n1-c1ccccc1O
  0.4% | -0.4%
15: CCC(=NCc1ccco1)c1c(O)[nH]c(=O)[nH]c1=O
  -0.5% | -6.2%
16: Cc1[nH]c2c(C(F)(F)F)cccc2c1CCN
  2.3% | -10.1%
17: Cn1c(O)c(C=NC2CCN(Cc3ccccc3)CC2)c(=O)n(C)c1=O
  6.7% | 2.8%
18: CC(C(=O)c1c[nH]c2ccccc12)N1CCc2ccccc2C1 (stereo unspecified)
  5.1% | -3.7%
19: c1cc(CN2CCN(C3C4CC5CC(C4)CC3C5)CC2)ccn1 (stereo unspecified)
  5.7% | 4.2%
20: CC/C(=C/c1ccc(O)c(OC)c1)[N+](=O)[O-]
  3.3% | 0.1%
21: CC(=O)OC1(c2ccc(C)cc2)CN2CCC1c1ccccc12 (stereo unspecified)
  6.8% | -5.2%
22: COc1ccc(N=C(C)c2c(O)n(C3CCCCC3)c(=O)[nH]c2=O)c(OC)c1
  -8.7% | -6.0%
23: COC(=O)c1c(C)n(Cc2ccco2)c2ccc(O)cc12
  -1.4% | .
24: O=[N+]([O-])c1ccc2nc(N3CCNCC3)sc2c1
  -3.7% | 2.1%
25: Cc1cc(N2C(=O)CC(N3CCC(n4c(=O)[nH]c5ccccc54)CC3)C2=O)no1 (stereo unspecified)
  -3.0% | -3.1%
26: CCCCCn1c(=O)c(C(=O)Nc2ccccc2Cl)c(O)c2ccccc21
  3.2% | 1.0%
27: CCCCn1c(N)c(C(=O)OCC2CCCO2)c2nc3ccccc3nc21 (stereo unspecified)
  -1.1% | -4.6%
28: COCCOC(=O)C1=C(N)Oc2c(c(=O)oc3ccccc23)[C@@]12C(=O)Nc1ccccc12
  7.5% | 33.4%
29: C=Cn1ccnc1P(=S)(c1ccn(C)c1)c1nccn1C=C
  1.9% | -3.8%
30: CCOc1c(P(=S)(N(C)C)N(C)C)c(C)nn1-c1ccccc1
  1.8% | -4.3%
31: CCn1c(C(=O)N2CCC(C(=O)N3CCC4(CC3)OCCO4)CC2)cc2sccc21
  -6.2% | 2.4%
32: COc1ccccc1-n1c(/C=C/c2ccccc2O)nc2ccccc2c1=O
  0.4% | 3.5%
33: O=C(c1cnn2c(C(F)(F)F)cc(-c3ccccc3)nc12)N1CCC2(CC1)OCCO2
  4.8% | .
34: CCOC(=O)N(C)c1ccc(C(O)(C(=O)OCC)C(F)(F)F)cc1 (stereo unspecified)
  0.3% | -3.4%
35: CCCNc1oc(-c2cccc3ccccc23)nc1C#N
  4.5% | 2.9%
36: O=C(O)Cn1cc(C(=O)c2ccccc2)c2ccccc21
  3.1% | 0.7%
37: COc1ccc(CN2CCN(Cc3ccc(SC)cc3)CC2)cc1
  2.4% | 2.0%
38: O=C(c1cc2c(s1)CCCCCC2)N1CCC2(CC1)OCCO2
  8.4% | -0.5%
39: CCN(CC)CCCN=C(C)c1c(O)n(C2CCCCC2)c(=O)[nH]c1=O
  3.4% | -9.2%
40: NCC(CC(=O)O)C1CCCCC1 (stereo unspecified)
  -7.0% | .
41: CCOC(=O)c1c(-c2ccccc2)n(Cc2ccccc2)c2ccc(OC(C)=O)cc12
  -1.6% | 1.3%
42: O=c1[nH]c(=O)n(CCC2=CCCCC2)c(O)c1C=NCCCn1ccnc1
  -9.8% | 0.8%
43: Cc1ccc(N2C(=O)NC(=O)C3(Cc4ccccc4N4CCN(c5ccccc5)CC43)C2=O)cc1 (stereo unspecified)
  0.7% | 7.9%
44: Cc1[nH]c2cc(S(=O)(=O)O)c(Oc3ccccc3)cc2c1CCN
  . | 3.9%
45: COc1ccc(CN2CCN(c3ccccc3F)CC2)cc1O
  6.5% | .

# Gathered by group, the compounds so far with a Cl atom
# Each structure is followed by: Hsp70 inhibitors | MKP-3 inhibition
10: Cc1cccc(C)c1NC(=O)CN(C)CC(=O)Nc1ccc(C#N)c(Cl)c1
  -2.3% | .
13: O=C(Cn1c2c(c(-c3ccccc3Cl)cc1=O)CCC2)N1CCC2(CC1)OCCO2
  -2.7% | -1.4%
26: CCCCCn1c(=O)c(C(=O)Nc2ccccc2Cl)c(O)c2ccccc21
  3.2% | 1.0%

# One compound at a time (already shown). Order of values: Hsp70 inhibitors, MKP-3 inhibition
# Entry for O=C(O)Cn1cc(C(=O)c2ccccc2)c2ccccc21 : 3.1%, 0.7%
# Entry for CCOC(=O)C1=C(C)OC(N)=C(C(=O)OC)C12C(=O)Nc1ccc(Br)cc12 (stereo unspecified) : -1.2%, -0.2%
# Entry for CCNc1ccc(P(=S)(N(C)C)N(C)C)cc1 : -0.4%, 1.6%

# The list continues.
# Each structure is followed by: Hsp70 inhibitors | MKP-3 inhibition
46: Cc1cc(C)n2nc(C)[n+](C)c2n1
  -2.5% | 4.7%
47: CN(C)CC1CSCCC1(O)c1ccccc1Cl (stereo unspecified)
  -0.4% | .
48: COc1ccccc1OCCn1cc(C=C2C(=O)NC(=O)NC2=O)c2ccccc21
  -114.0% | 23.1%
49: Cc1nc2c(=O)n(C)c(=O)nc-2n(C)n1
  3.8% | .
50: CC1(C)CN1S(=O)(=O)c1ccc(Cl)cc1 (stereo unspecified)
  -2.1% | -1.6%
51: CCOc1ccc(C2C(C#N)=C(N)Oc3c2c(=O)oc2ccccc32)cc1 (stereo unspecified)
  8.8% | .
52: CCOC(=O)c1c(C)n(CCOC)c2ccc(O)cc12
  -0.8%&-6.3% | -6.5%&1.4%
53: O=C1C2CCCN2C(c2ccc(Cl)c(Cl)c2)N1c1ccccn1 (stereo unspecified)
  -1.9% | -8.2%
54: O=C1c2ccccc2C(=O)N1Cc1nc2ccccc2c(=O)n1-c1nccs1
  -3.2% | 4.6%
55: CC(=O)OC1N=C(c2ccccc2)c2cc(Br)ccc2NC1=O (stereo unspecified)
  0.4% | .
56: OC1(CN2CCOCC2)C2CC3CC(C2)CC1C3 (stereo unspecified)
  -4.9% | -6.8%
57: CC(C)CCC1(CCc2ccncc2)C(=O)NC(=O)NC1=O
  2.8% | .
58: CN(C)c1ccc(P(=S)(N(C)C)N(C)C)cc1
  1.4% | -2.6%
59: O=C(c1cccn2c(=O)c3ccccc3nc12)N1CCC2(CC1)OCCO2
  -0.6% | .
60: CC(=O)c1ccccc1NC(=O)C1C2CCC(O2)C1C(=O)O (stereo unspecified)
  1.5% | -3.8%
61: COc1ccc(CCNCc2ccccn2)cc1
  3.2% | 0.3%
62: O=C(c1ccccc1F)c1cn(CC(=O)N2CCCC2)c2ccccc12
  -2.0% | .
63: CCCCn1c(=O)c(C(=O)Nc2ccccc2S(N)(=O)=O)c(O)c2ccccc21
  7.3% | -22.1%
64: CCC1(CCC(C)C)C(=O)NC(=O)N(C(=O)c2ccc(F)cc2)C1=O (stereo unspecified)
  -2.4% | -5.1%
65: O=c1c2ccccc2nc(/C=C/c2ccc(Cl)cc2)n1-c1ccccc1O
  0.3% | 3.5%
66: CCOC(=O)CNC(=O)CSP(=S)(OCC)OCC
  4.5% | -0.8%
67: C=CCSc1nc2ccccc2c(=O)n1-c1ccccc1OC
  2.2% | -2.7%
68: CCCCc1ccc2[nH]cc(CCN)c2c1
  -0.8% | -7.2%
69: O=C1CC(=O)N(c2ccc(Cl)c(Cl)c2)C(=S)N1
  -0.4% | -3.2%
70: O=CC(Cl)P(=O)(N1CCCCC1)N1CCCCC1 (stereo unspecified)
  0.7% | .
71: CCOCCCNC(=O)CN1C2CCC1CC(O)(c1ccc(OC)cc1)C2 (stereo unspecified)
  3.1% | -2.1%
72: COc1ccccc1-n1c(-c2ccoc2)nc2ccccc2c1=O
  -1.5% | -15.3%
73: OC(COCc1ccc(Cl)cc1)CN1CC=C(c2ccccc2)CC1 (stereo unspecified)
  -2.8% | -5.5%
74: C=CCN(c1ccc(C(=O)N(CC)CC)cc1)S(C)(=O)=O
  -1.6% | .
75: CC(=O)Nc1ccc(OC(=O)c2ccccc2N)cc1
  2.0% | -3.1%
76: CCN1c2nc3c(C)cccn3c(=O)c2CC2(C(=O)N(C)C(=O)N(C)C2=O)C1C (stereo unspecified)
  -1.4% | 2.5%
77: CN(C)c1ccc(C=C2C(=O)NC(=O)NC2=O)cc1[N+](=O)[O-]
  3.2% | -5.0%
78: Cc1cccc(C(=O)NC(Oc2ccccc2[N+](=O)[O-])C(Cl)(Cl)Cl)c1 (stereo unspecified)
  -6.0% | 2.0%
79: CCc1ccc(CN2CCN(C(=O)COc3ccc4ccccc4c3)CC2)cc1
  4.4% | -0.3%
80: COc1ccc(CN2C(=O)NC(=O)/C(=C\c3ccoc3)C2=O)cc1
  -10.0% | 5.2%
81: CCN1CCC2(CC1)NC(CO)(CO)CO2
  0.2% | .
82: Cc1c(C(=O)N2CCC3(CC2)OCCO3)oc2ccc(S(=O)(=O)N3CCOCC3)cc12
  . | 2.9%
83: CCCCOC(=O)C1CN1C(C)(C)C(=O)OCC (stereo unspecified)
  7.9% | -2.8%

# Exported with bars between the fields: three of the compounds above.
entry | canonical_smiles | Hsp70 inhibitors | MKP-3 inhibition
76 | CCN1c2nc3c(C)cccn3c(=O)c2CC2(C(=O)N(C)C(=O)N(C)C2=O)C1C (stereo unspecified) | -1.4% | 2.5%
77 | CN(C)c1ccc(C=C2C(=O)NC(=O)NC2=O)cc1[N+](=O)[O-] | 3.2% | -5.0%
78 | Cc1cccc(C(=O)NC(Oc2ccccc2[N+](=O)[O-])C(Cl)(Cl)Cl)c1 (stereo unspecified) | -6.0% | 2.0%

# These rows are one share of the data; rates above refer to the full screens.
